M4 ag: agonists of human muscarinic M4 receptor (CHRM4). activation, % at 3 µM. CHO-K1 hM4/Gqi5, Fluo-8 calcium fluorescence; vehicle 0%, full acetylcholine response 100%. 360,000 tested, 0.14% active;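 active means activation above the run mean over all test wells plus 3 SD, cut at about 32% in these data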;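 further: peak over basal fluorescence ratio per well then scaled between controls; 0% = DMSO wells and 100% = acetylcholine at EC100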
Target sequence (P08173 whole entry, looked up): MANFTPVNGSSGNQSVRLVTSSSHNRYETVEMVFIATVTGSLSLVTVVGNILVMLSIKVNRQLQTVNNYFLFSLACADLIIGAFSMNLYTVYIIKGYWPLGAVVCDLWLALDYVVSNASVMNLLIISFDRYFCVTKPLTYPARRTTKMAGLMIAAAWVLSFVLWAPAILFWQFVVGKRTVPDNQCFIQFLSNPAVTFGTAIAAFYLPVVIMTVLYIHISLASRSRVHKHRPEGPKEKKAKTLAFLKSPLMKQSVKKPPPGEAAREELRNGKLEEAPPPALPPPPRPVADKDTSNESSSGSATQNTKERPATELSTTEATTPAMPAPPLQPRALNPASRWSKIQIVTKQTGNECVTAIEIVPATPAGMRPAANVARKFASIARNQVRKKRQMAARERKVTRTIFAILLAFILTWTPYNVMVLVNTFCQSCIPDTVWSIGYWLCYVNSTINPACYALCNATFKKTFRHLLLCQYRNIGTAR
CHRM1 PAM: human CHRM1 positive allosteric modulation; P11229; 360,000 tested, 0.088% active; CHO-K1 hM1, Fluo-8 calcium fluorescence, ACh EC20; 0% = ACh EC20, 100% = maximal ACh; activation, % at 3 µM; in the data active means activation above about 19%, passing the limit was not always enough
CHRM1 antagonist: human CHRM1 antagonism. CHO-K1 hM1, Fluo-8 calcium fluorescence, ACh EC80 antagonist. inhibition, % at 3 µM. 360,000 tested, 1.3% active. AID 588852;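 active means percent inhibition above its own plate's cutoff, namely the mean of that plate's compound wells plus 3 SD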;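 further: peak over basal fluorescence ratio during 140 s after agonist addition; 0% = ACh EC80 plus DMSO and 100% = DMSO alone without agonist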
CHRM5 agonist: CHRM5 agonism in calcium assay. activation, % at 3 µM. CHO-K1 hM5 cells, Fluo-8 calcium fluorescence; 0% DMSO wells, 100% maximal acetylcholine response. AID 624037. 360,000 tested, 0.19% active. P08912;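 active means activation above the run's mean over test compounds plus 3 SD, cut at about 23% in these data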;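 further: signal is peak over basal fluorescence ratio across the kinetic read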
Target sequence (P08912 whole entry, looked up): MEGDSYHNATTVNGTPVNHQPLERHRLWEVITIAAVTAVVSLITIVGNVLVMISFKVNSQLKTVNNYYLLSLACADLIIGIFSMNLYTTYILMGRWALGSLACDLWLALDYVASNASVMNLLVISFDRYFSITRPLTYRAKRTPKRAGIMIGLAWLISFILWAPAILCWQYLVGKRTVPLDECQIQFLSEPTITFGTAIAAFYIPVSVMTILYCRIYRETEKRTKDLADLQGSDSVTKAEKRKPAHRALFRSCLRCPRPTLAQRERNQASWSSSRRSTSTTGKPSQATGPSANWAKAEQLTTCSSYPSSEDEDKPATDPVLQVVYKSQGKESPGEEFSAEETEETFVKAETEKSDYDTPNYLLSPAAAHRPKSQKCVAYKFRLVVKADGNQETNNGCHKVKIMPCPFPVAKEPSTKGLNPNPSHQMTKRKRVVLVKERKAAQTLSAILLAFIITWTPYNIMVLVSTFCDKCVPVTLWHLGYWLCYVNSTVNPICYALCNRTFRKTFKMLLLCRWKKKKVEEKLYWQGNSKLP
M5 antag: antagonists of human muscarinic M5 receptor (CHRM5); P08912; AID 624040; CHO-hM5 cells, Fluo-8 calcium fluorescence, ACh EC80; inhibition, % at 3 µM; 360,000 tested, 0.59% active;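 active means inhibition above a per-plate cutoff, the mean of that plate's test compounds plus 3 SD, cut at about 27% in these data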;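 further: 0% = acetylcholine EC80 with DMSO and 100% = DMSO without agonist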
M4 PAM: CHRM4 positive allosteric modulation; CHO-K1 hM4/Gqi5, Fluo-8 calcium fluorescence, ACh EC20; 0% = ACh EC20, 100% = maximal ACh; activation, % at 3 µM; 360,000 tested, 0.4% active;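 active means activation above its plate's cutoff, the mean activation of sample wells plus 3 SD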; further: some results filed as inactive read as strong as hits
M4 antag: antagonists of human muscarinic M4 receptor (CHRM4). CHO-hM4 cells, ACh EC80, Fluo-8 calcium fluorescence. 360,000 tested, 0.73% active. inhibition, % at 3 µM. P08173;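 active means inhibition above its plate's cutoff, the mean inhibition of sample wells plus 3 SD, cut at about 27% in these data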;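 further: 0% = acetylcholine EC80 with DMSO and 100% = DMSO without agonist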
M5 PAM: CHRM5 positive allosteric modulation. P08912. CHO-K1 hM5, Fluo-8 calcium, ACh EC20 PAM; 0% = ACh EC20, 100% = ACh EC100. activation, % at 3 µM. 360,000 tested, 0.3% active. AID 624038;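 active means activation above the run cutoff, the mean activation of all test compounds plus 3 SD, cut at about 18% in these data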
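system = human M5 receptor in CHO-K1 cells | reagent = EC20 acetylcholine as agonist stimulus | compound dosing = single-point, 3 µM nominal | incubation = Fluo-8 loading 80 min at 37 °C plus 30 min room temperature | detection = Fluo-8 calcium dye fluorescence, kinetic read | benchmarks = low control EC20 acetylcholine (0%), high control EC100 acetylcholine (100%)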
CRFBP-R2 agonist: agonists of human CRF-binding protein/CRF-R2 receptor complex; activation, % at 13.2 µM; AID 588473; 350,000 tested, 0.46% active; HEK293 CRF-R2/CRF-BP, calcium dye fluorescence (FLIPR); percent of saturating CRF peptide response;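 active means activation of at least 50%, plus an integration ratio under a set limit after plate pattern correction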;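 further: plate controls were neutral control wells without compound for no effect and CRF at EC100 for full effect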
Numbers without * were called inactive; . = no result given.

SMILES	M4 ag	CHRM1 PAM	CHRM1 antagonist	CHRM5 agonist	M5 antag	M4 PAM	M4 antag	M5 PAM	CRFBP-R2 agonist
O=C(CSc1nc2nccnc2c(=O)n1Cc1cccs1)Nc1ccccc1	5	5	-4	0	5	-2	-15	0	1.5
Cc1ccc2nc(SCC(=O)c3c(C)[nH]c4ccccc34)[nH]c2c1	7	-8	11	1	8	-8	8	-14	-1.0
O=C(CCl)N1N=C(c2ccco2)CC1c1ccco1 (centres undefined)	1	10	-9	3	11	2	-7	28*	0.4
CCN1C(=O)/C(=c2\o/c(=C3\C=Cc4ccccc4N3CC)c(=O)n2CC)SC1=S	0	-3	6	2	7	-3	10	1	-1.1
COc1ccc(N2C(=O)CCC(C(=O)O)C2c2ccccc2OC)cc1 (centres undefined)	1	6	-11	-3	14	-6	-5	-10	4.9
Cc1ccc(NC(=O)CN(c2cc(C)cc(C)c2)S(=O)(=O)c2c(C)noc2C)nc1	3	3	-9	-5	-1	2	-12	-5	0.3
CCC1Nc2ncnc(N3CCOCC3)c2N(Cc2ccc(Cl)cc2)C1=O (centres undefined)	2	12	0	-2	14	24*	9	-3	-0.9
Cc1cc(SCc2c(F)cccc2Cl)nc(=O)[nH]1	3	9	-10	-2	-1	-4	-2	1	1.5
CCn1c(O)c(/C=C2\C=NN=C2c2ccccc2)sc1=S	-1	4	-5	-1	14	-5	4	-8	-0.6
Cc1nc2ccc(C(=O)OCc3ccccc3Br)cc2nc1C	0	-3	8	2	4	2	5	-3	-1.0
CC(=O)N/C(=C\c1ccccc1)C(=O)OCC(=O)NC1CCS(=O)(=O)C1 (centres undefined)	1	3	-1	3	-1	-3	2	10	-1.0
Cc1ccc(C(=O)ON=C2CCN(c3ccc([N+](=O)[O-])cc3)CC2)cc1	-2	-3	-3	0	-3	8	11	-3	1.2
OCCc1ccc(NCCc2cccs2)cc1	1	-10	21	0	3	-4	3	-4	.
CCOC(=O)c1nn(-c2cccc(Cl)c2)c(C)c1C(C)=O	0	0	-1	-8	-4	-2	-2	-6	-0.7
CS(=O)(=O)Nc1ccc(-c2cnc3cccnn23)cc1	1	11	-16	2	-3	1	-9	0	.
COc1ccccc1OCC(=O)Nc1cccc(-c2nnc(-c3ccco3)o2)c1	10	-22	24*	-1	12	-9	12	-16	0.5
O=C(Cn1cncn1)N/N=C/c1ccccc1Cl	0	16	-16	3	2	5	2	10	-3.6
N#Cc1ccc(-c2cccnc2)nc1SCC(=O)c1ccccc1	4	-8	21	2	11	-4	1	-9	12
CCC(=O)N1CCc2cc(S(=O)(=O)N3CCCC3)ccc21	1	-1	1	-5	-4	-8	1	7	-0.3
CCOc1ccc(N2C(=O)/C(=C/c3ccccc3OCC(=O)OC)N(CC(=O)OC)C2=S)cc1	2	4	-4	0	-3	3	-8	-6	3.1

Profiles from above. Order of values: M4 ag	CHRM1 PAM	CHRM1 antagonist	CHRM5 agonist	M5 antag	M4 PAM	M4 antag	M5 PAM	CRFBP-R2 agonist
Shown for O=C(Cn1cncn1)N/N=C/c1ccccc1Cl → 0	16	-16	3	2	5	2	10	-3.6
Shown for Cc1ccc(C(=O)ON=C2CCN(c3ccc([N+](=O)[O-])cc3)CC2)cc1 → -2	-3	-3	0	-3	8	11	-3	1.2
Shown for N#Cc1ccc(-c2cccnc2)nc1SCC(=O)c1ccccc1 → 4	-8	21	2	11	-4	1	-9	12
Shown for OCCc1ccc(NCCc2cccs2)cc1 → 1	-10	21	0	3	-4	3	-4	.
Shown for COc1ccccc1OCC(=O)Nc1cccc(-c2nnc(-c3ccco3)o2)c1 → 10	-22	24*	-1	12	-9	12	-16	0.5

Additional compounds:
SMILES	M4 ag	CHRM1 PAM	CHRM1 antagonist	CHRM5 agonist	M5 antag	M4 PAM	M4 antag	M5 PAM	CRFBP-R2 agonist
O=C(Nc1ccccc1C(=O)O)c1cc(S(=O)(=O)N2CCOCC2)c(Br)s1	-1	23	-17	1	-13	16*	-8	18*	0.4
CN(C)S(=O)(=O)N1CCN(c2ccc([N+](=O)[O-])c(N3CCCCC3)c2)CC1	21	-12	16	3	8	-6	13	-19	-1.0
O=C(NCc1ccco1)C1CCC(CNS(=O)(=O)c2cccc3cccnc23)CC1 (centres undefined)	3	1	-8	1	-4	8	-15	-3	-0.2
Cc1ccc(S(=O)(=O)Nc2cccc3cccnc23)c([N+](=O)[O-])c1	4	1	6	-1	0	1	16	-2	-8.3
COc1ccc(S(=O)(=O)N2CCCCC2c2cc(C(=O)Nc3ccc4c(c3)OCO4)no2)cc1 (centres undefined)	1	8	-10	-2	3	7	-21	-1	.
O=C(CSc1n[nH]c(=O)n1C1CC1)NCc1ccccc1	1	3	-9	0	1	25	11	10	-0.7
COc1cc(C2NC(=O)c3ccccc3O2)ccc1OC(C)C (centres undefined)	0	12	-2	-1	9	-3	3	-4	-1.2
O=C(COC(=O)c1cc(=O)[nH]c2ccccc12)Nc1cccc(S(=O)(=O)N2CCOCC2)c1	1	5	-10	0	-2	-2	4	2	-0.4
CCOc1ccc(N2C(=O)CC(N(O)c3ccccc3)C2=O)cc1 (centres undefined)	3	-1	1	-2	-2	3	-8	1	-0.2
NC(=S)NN=C1c2cc(Cl)ccc2-c2c1cc(Cl)cc2[N+](=O)[O-]	0	9	-13	-1	8	-4	2	3	-3.6
O=c1nc2n(c3c4c(sc13)CCC4)CCC2	1	8	-6	-3	0	5	-2	4	-0.7
COC(=O)C1=C(C)NC(=O)C1(NC(=O)c1ccncc1)C(F)(F)F (centres undefined)	1	5	-3	-4	-11	12	-9	6	-0.4
O=C(Nc1ccccc1)N1CCN(Cc2ccc3c(c2)OCO3)CC1	1	5	5	1	1	3	-17	-4	-1.0
CC(C)(C)OC(=O)C[C@@H]1C/C=C\C[C@H](CC(=O)N[C@H](CO)Cc2ccccc2)C(=O)N[C@@H](Cc2ccccc2)COC1=O	16	-11	8	0	-2	-1	-11	-21	-0.4
O=C(NC1CCCCC1)NC1CC2CCC(C1)N2Cc1nnnn1Cc1ccc2c(c1)OCO2 (centres undefined)	-1	11	-14	-1	4	9	13	0	-2.4
CCCNC(=O)c1cc2c(C(F)(F)F)nn(C)c2s1	0	11	-38	1	-4	1	-10	-1	-1.6
N=C(N)SCCN	0	-10	-4	6	8	2	-8	-2	0.5
COC(=O)c1ccccc1NC(=O)NC1CCCCC1	5	4	-1	-5	11	-2	2	0	-9.6
Cc1ccccc1OCCC(=O)Nc1ccc(S(=O)(=O)N2CCCC2)cc1	6	-3	-3	1	-8	-2	-6	-1	1.9
NC(=O)c1ncn([C@@H]2O[C@H](CN=C3NS(=O)(=O)c4ccccc43)[C@@H](O)[C@H]2O)n1	0	4	-8	0	-7	-2	-5	3	0.9
CC(C)CC(=O)N1CCN(S(=O)(=O)c2ccc(C3CCCCC3)cc2)CC1	4	2	-4	0	15	0	16	-6	-0.6
COc1ccc(N2CCN(C(=O)CCCC3=NS(=O)(=O)c4ccccc4N3)CC2)cc1	4	3	-6	-3	3	1	-6	-7	3.1
CCOc1ccccc1OCc1nn2c(-c3ccc(C)cc3)nnc2s1	0	5	-4	-3	9	-4	4	-3	-0.3
COc1ccc(C(=O)NCc2ccc(S(N)(=O)=O)cc2)cc1[N+](=O)[O-]	1	6	-4	-4	-3	0	-8	0	0.9
CCCOC(c1ccccc1)(c1ccccc1)C(Oc1nc(C)cc(C)n1)C(=O)O (centres undefined)	0	7	-16	-1	2	-5	1	-2	-1.8
Oc1c(Cl)cc(Cl)c2c1NCCC2	4	9	-22	-2	1	-2	4	3	3.7
CC(C)(C)S(=O)N1Cc2cc(C(=O)N[C@@H]3CCN(Cc4ccccc4)C3)nc(-c3cccc(-c4cc5ccccc5o4)c3)c2[C@@H]1CCO (some centres undefined)	22	-11	10	2	15	-13	25	-12	.
Nc1nnc(SCC(=O)NCC(=O)Nc2ccc(F)c(F)c2F)s1	1	5	-2	2	4	4	10	7	-1.1
Cc1cccc(NC(=O)CN2C(=O)N/C(=C\c3cccn3-c3cccc(C(=O)O)c3)C2=O)c1	0	-4	0	0	5	-1	-7	14	1.5
CCOc1ccc(NS(=O)(=O)c2ccc(C(=O)N3CCCCC3)cc2)cc1	16	-12	15	19	19	-13	17	-16	15
Cc1nnc2nc(-c3ccccc3)nc(-c3ccccc3)n12	2	2	0	-1	-2	-4	3	-5	-1.2
O=[N+]([O-])c1ccc2c(c1)S(=O)c1ccccc1-2 (centres undefined)	0	10	-5	5	-1	-20	-3	1	0.7
CCC(=O)N1c2ccc(S(=O)(=O)CCC(=O)NC3CCCC3)cc2CC1C (centres undefined)	2	-1	12	1	0	-7	5	-2	-1.1
O=C(CN1C(=O)COc2ccc(S(=O)(=O)N3CCCC3)cc21)NC1CC1	0	4	-8	0	8	0	-8	4	0.6
Cn1cc(/C=N/Nc2ccccc2)c2ccccc21	0	6	-5	-3	4	-6	3	-1	-1.7
Cc1ccc(NC(=O)COC(=O)[C@H](C)N2C(=O)C3CC=CCC3C2=O)cc1S(=O)(=O)N(C)C (some centres undefined)	6	4	2	4	9	-5	-6	-3	0.3
CCc1cccc2c(C(=O)CCl)c[nH]c12	0	1	-2	-3	-9	11	-7	5	-1.8
Cn1c(=O)c2c(nc(NCCO)n2C)n(C)c1=O	0	-2	-4	-2	-3	0	3	-3	1.1
COc1ccc(N2C(=O)CSC23C(=O)N2c4c(cccc43)C(C)=CC2(C)C)cc1 (centres undefined)	-2	6	3	-5	-3	-8	4	4	-5.8
CC1=C(C(=O)OC2CCCCC2)C(c2cccnc2)n2nnnc2N1 (centres undefined)	0	-1	3	-1	5	-1	7	-2	-1.3
O=C(CCC(=O)OCc1ccc([N+](=O)[O-])cc1)Nc1ccc(F)cc1	1	1	-3	-1	-2	3	-2	9	-0.8
COCCNc1ncnc2c1ncn2[C@H]1CN(Cc2ccc(Cl)cc2)C[C@@H](CO)O1	2	-1	-19	3	0	3	8	-3	.
CCC(=O)N1CCc2cc(S(=O)(=O)CCC(=O)NCc3cccc(OC)c3)ccc21	0	3	51*	-6	1	-4	-3	1	-1.2
Cc1[nH]c2ccccc2c1C(=O)COC(=O)c1c(-c2ccccc2)noc1C	9	0	-3	1	-4	-15	6	-13	-0.1
COc1cccc(/C=N/NC(=O)c2cccc([N+](=O)[O-])c2)c1OS(=O)(=O)c1ccccc1	8	3	-3	-7	5	-6	-13	-26	-0.8
CCOC(=O)C1=CN(Cc2ccccc2)CCC1=O	-1	3	-4	0	-7	0	-9	-1	-3.6
Cc1ccc(S(=O)(=O)Nc2ccc(S(=O)(=O)NC(C)(C)C)cc2)cc1	3	4	5	5	2	7	11	0	-0.1
CCC1OC(C(C)C)Cc2[nH][nH]c(=O)c21 (centres undefined)	0	.	.	3	10	0	7	4	.
COC(CNC(=O)CC1C(=O)N(Cc2ccccc2)C(C)c2nc3ccccc3n21)OC (centres undefined)	2	7	-8	1	0	4	-7	1	-0.8
COc1ccccc1C(=O)NC(=O)COC(=O)c1cnccn1	1	4	-6	1	-5	3	-4	2	-0.3
OC[C@@H]1CN(Cc2cccc(C(F)(F)F)c2)C[C@H](n2cnc3c(NCc4ccco4)ncnc32)O1	22	-13	16	6	1	-8	-8	-7	.
Fc1cccc(F)c1/C=N/Nc1ccccn1	1	7	2	0	8	4	-3	5	2.2

From PubChem
